Screens: PubChem BioAssay, National Center for Advancing Translational Sciences (NCATS)
BCR signal inh = qHTS Assay to Find Inhibitors of Chronic Active B-Cell Receptor Signaling; 340,000 tested, 0.05% active; AID 493014, 2011; Potency, µM (series often up to 46.1 µM), for the others: top-dose ratio change, negative = lower green/red ratio, most hits filed as inhibitors; ABC-DLBCL IkBa-CBG/CBR reporter, luminescence ratio, 4 h; active = well fitted inhibition curve with a large enough effect in the signal ratio, with a control signal flat, not every such curve was filed as active; inconclusive = small, poorly fitted or top-dose-only effect, or effect the other way, or a change in a side signal; the % refers to the signal ratio;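 note: potency is the fitted concentration of half-maximal effect; plate controls were basal doxycycline-induced cells for no effect and cells given 10 µM MG132 for full effect; MG132 reads +100%, hits lower the ratio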
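Compounds up to 46 uM were incubated four hours with TMD8 cells whose green CBG68 luciferase is fused to IkappaBalpha; red CBR luminescence normalised the signal, and concentration-effect curves were fitted to fusion, red and ratio data.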
Eya2 inh = qHTS Assay for Inhibitors of the Phosphatase Activity of Eya2; Protein phosphatase EYA2 (Homo sapiens), O00167; recombinant Eya2, OMFP fluorescence dephosphorylation (OMFP is methylfluorescein phosphate); Potency, µM (top dose mostly 76.9 µM), for the others: top-dose activity, negative = inhibition, most hits filed as inhibitors; 330,000 tested, 0.006% active; AID 488837, 2010; note: potency is the fitted concentration of half-maximal effect; % is set by controls: 0 for no effect and ±100 for the full control effect
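Eya2 (0.2 uM) preincubated 10 min at ambient with compound, then OMFP substrate added at 50 uM; 10 min reaction in 50 mM HEPES pH 7.5, 50 mM NaCl, 5 uM MgCl2, 0.05% BSA, 1 mM DTT. Fluorescence read at Ex 485/Em 525 nm.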
uPA surface inh = qHTS for Inhibitors of Cell Surface uPA Generation; cell surface uPA generation assay, qHTS; Potency, µM (series often up to 38.3 µM), for the others: at the top dose activity change, negative = inhibition, hits mostly inhibitors; 330,000 tested, 0.31% active; active = well fitted inhibition curve with a large enough effect; inconclusive = small, poorly fitted or top-dose-only effect; inactive = no such curve, though single readings can be large or run the other way; tested in mouse RAW 264.7 cells; note: potency is the fitted concentration of half-maximal effect; % is set by controls: 0 for no effect and ±100 for the full control effect; nearly all actives have a fitted effect of over 55% in size
USP2a block = qHTS Assay for Inhibitors of Ubiquitin-specific Protease USP2a Using CHOP2 as the Reporter. Ubiquitin carboxyl-terminal hydrolase 2 (Homo sapiens), O75604. USP2 core, Ub-CHOP2 coupled fluorogenic reporter, 485/531. Potency, µM (highest dose often 38.3 µM), inactives show at the highest dose activity change, negative = inhibition, actives largely listed as inhibitors. 330,000 tested, 0.01% active;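 note: potency is the fitted concentration of half-maximal effect; plate controls were DMSO wells for no effect and full inhibition by NEM control for full effect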
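Deubiquitinase activity read as fluorescence (485/531 nm) after Ub-CHOP2 cleavage activates the enterokinase reporter on its substrate; USP2 core 10nM, Ub-CHOP2 and substrate 25nM each, 30min compound preincubation then 60min RT; data normalized to NEM, curves fitted.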
B2AR arrestin = qHTS assay of beta-arrestin-biased ligands of beta2-adrenergic receptor | Beta-2 adrenergic receptor (Homo sapiens), P07550 | beta-arrestin recruitment to beta2AR, cell-based reporter | Potency, µM (doses to about 46.1 µM), for the others: top-dose activation, actives largely listed as activators | 330,000 tested, 0.02% active;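 note: potency is the fitted concentration of half-maximal effect; 0% = DMSO controls and full agonism = EC100 isoproterenol or metaproterenol; nearly all actives have a fitted effect of over 65% in size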
Tb PFK inh = qHTS Assay to Find Inhibitors of T. brucei phosphofructokinase; 330,000 tested, 0.17% active; T. brucei PFK, ADP-Glo luminescence; Potency, µM (highest dose often 57.5 µM), without a hit: at the highest dose activity, negative = inhibition, actives largely listed as inhibitors; ATP-dependent 6-phosphofructokinase (Trypanosoma brucei brucei), O15648; AID 485367, 2010;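 note: potency is the fitted concentration of half-maximal effect; 0% = uninhibited 1x PFK enzyme wells and -100% = no-enzyme wells; nearly all actives have a fitted effect of over 60% in size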
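Activity is normalized to no-enzyme wells (full inhibition) and 1.25 nM enzyme wells (no inhibition). Reaction: 0.5 mM F6P, 0.1 mM ATP, 45 min RT, ADP-Glo luminescence; concentration-response curves fitted and classed by quality.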
Mito fusion yeast = qHTS Assay for Small Molecule Inhibitors of Mitochondrial Division or Activators of Mitochondrial Fusion | AID 485298, 2010 | Potency, µM (top dose mostly 46.1 µM), inactives show at the highest dose growth rescue (activation), actives largely listed as activators | S. cerevisiae fusion-defective mutant growth rescue, CellTiterGlo 48 h | 320,000 tested, 0.23% active;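 note: potency is the fitted concentration of half-maximal effect; % of control where 0% means no effect; nearly all actives have a fitted effect of over 45% in size; temperature-sensitive fusion mutants such as fzo1-1 at 37 °C on non-fermentable ethanol glycerol medium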
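Yeast fusion mutant, YPEG (non-fermentable carbon), compound, 48 h at 37C non-permissive; CellTiterGlo added, 10 min RT, luminescence read. Rescued growth = division inhibition.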
ELG1 repair inh = qHTS screen for small molecules that inhibit ELG1-dependent DNA repair in human embryonic kidney (HEK293T) cells expressing luciferase-tagged ELG1; HEK293T ELG1-luciferase reporter, luminescence, 16 h; DNA damage induced by 5-fluorouridine; 330,000 tested, 2.3% active; Potency, µM (titrated, usually from 46.1 µM), without a hit: top-dose activity change, negative = inhibition, actives largely listed as inhibitors; AID 504467, 2011; note: potency is the fitted concentration of half-maximal effect; % is set by controls: 0 for no effect and ±100 for the full control effect; nearly all actives have a fitted effect of over 55% in size
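HEK293T cells expressing luciferase-tagged ELG1 (2,000/well) received 5-Fluorouridine plus compound or DMSO for 16 hr at 37 °C. Luciferase was read by ONE-Glo luminescence after 30 min at room temperature.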
TSHR antagonist = Antagonists of the Thyroid Stimulating Hormone Receptor: HTS campaign; activity change, negative = inhibition, % at 11.5 µM; Thyrotropin receptor (Homo sapiens), P16473; TSHR-expressing cells, TSH-stimulated cAMP HTRF, 2 h; hits give low values; 330,000 tested, 0.2% active;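 active = activity change below a set negative limit, meaning inhibition stronger than a set level, cut at about -70% in these data; inconclusive = activity change between two set negative limits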; note: % is set by controls: 0 for no effect and ±100 for the full control effect
Target sequence (P16473 whole entry, looked up): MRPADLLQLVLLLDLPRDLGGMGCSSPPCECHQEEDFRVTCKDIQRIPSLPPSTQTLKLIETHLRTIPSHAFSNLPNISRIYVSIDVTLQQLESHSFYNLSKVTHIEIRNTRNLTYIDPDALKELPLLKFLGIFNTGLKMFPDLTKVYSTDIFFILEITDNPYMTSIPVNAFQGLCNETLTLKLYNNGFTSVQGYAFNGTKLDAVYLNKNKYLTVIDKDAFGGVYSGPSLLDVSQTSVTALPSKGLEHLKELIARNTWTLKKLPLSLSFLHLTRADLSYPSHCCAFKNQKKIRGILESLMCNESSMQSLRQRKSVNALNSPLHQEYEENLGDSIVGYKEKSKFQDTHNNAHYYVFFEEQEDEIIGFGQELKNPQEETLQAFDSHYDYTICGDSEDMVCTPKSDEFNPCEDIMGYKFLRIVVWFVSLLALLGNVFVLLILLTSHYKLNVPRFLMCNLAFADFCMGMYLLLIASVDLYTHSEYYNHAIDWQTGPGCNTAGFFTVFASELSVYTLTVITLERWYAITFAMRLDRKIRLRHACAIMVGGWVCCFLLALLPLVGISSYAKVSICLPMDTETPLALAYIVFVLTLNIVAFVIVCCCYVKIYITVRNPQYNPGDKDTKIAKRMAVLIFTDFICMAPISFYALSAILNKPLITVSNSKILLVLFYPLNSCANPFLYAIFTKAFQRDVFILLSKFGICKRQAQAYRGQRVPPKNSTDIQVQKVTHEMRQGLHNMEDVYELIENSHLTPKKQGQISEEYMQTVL
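TSHR-expressing cells, 200/well, pre-treated with compound, then stimulated with EC80 TSH (4nM final) for 2 hours at 37 deg C. cAMP measured by competitive HTRF: anti-cAMP cryptate antibody in lysis buffer plus cAMP-d2, read after 30 minutes at room temperature.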
PTAP TSG101 blk = qHTS Assay for Iinhibitors of HIV-1 Budding by Blocking the Interaction of PTAP/TSG101. Tumor susceptibility gene 101 protein (Homo sapiens), Q99816. Potency, µM (highest dose often 115 µM), for inactives: at the top dose activity change, negative = inhibition, actives largely listed as inhibitors. 340,000 tested, under 10 active. AID 493005, 2010. Fluorescence polarization, FITC-PTAP peptide / Tsg101 binding; active = well fitted inhibition curve with a large enough effect in the main read-out, with a control signal flat, not every such curve was filed as active; inconclusive = small, poorly fitted or top-dose-only effect, or effect the other way, or a change in a side signal; inactive = no such curve, though single readings can be large or run the other way; note: potency is the fitted concentration of half-maximal effect; % of control where 0% means no effect
Target sequence (Q99816 whole entry, looked up): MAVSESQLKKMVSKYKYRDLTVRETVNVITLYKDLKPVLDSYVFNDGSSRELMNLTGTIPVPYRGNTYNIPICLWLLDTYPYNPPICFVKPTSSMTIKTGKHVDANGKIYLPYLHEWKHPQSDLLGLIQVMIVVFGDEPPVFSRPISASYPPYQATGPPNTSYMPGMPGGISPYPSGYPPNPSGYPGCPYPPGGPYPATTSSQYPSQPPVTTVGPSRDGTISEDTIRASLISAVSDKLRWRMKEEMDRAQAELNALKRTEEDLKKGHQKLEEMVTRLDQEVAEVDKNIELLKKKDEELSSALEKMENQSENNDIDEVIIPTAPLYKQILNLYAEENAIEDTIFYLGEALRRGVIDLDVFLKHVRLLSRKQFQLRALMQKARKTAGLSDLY
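FP read-out: FITC-PTAP peptide, 50 nM final, binding Tsg101 binding domain, 10 uM final; 20 min, r.t.; 10 mM HEPES pH 7.5, 0.15 M NaCl, 0.01% Tween 20, 3 mM EDTA, 0.1 mM TCEP.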
TCR activator = Activators of T cell receptors: qHTS campaign | Potency, µM (doses to about 9.22 µM), for inactives: at the top dose activation of IL-2 secretion, actives largely listed as activators | primary human leukocytes, anti-CD3, IL-2 HTRF, 48 h | 330,000 tested, under 10 active | AID 504894, 2011; note: % of control where 0% means no effect
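1) Mix primary human leukocytes, a-CD3 beads and compound. 2) Incubate 48 hr. 3) Add HTRF IL-2 reagents (a-IL-2-K, a-IL-2-d2).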
Numbers without * were called inactive; ? = inconclusive; . = no result given; [ ] = remark or other dose. Unless noted, calls come from the whole dose curve; as a rule, active = well fitted curve in the direction sought with a large enough effect; inconclusive = small, poorly fitted or top-dose-only effect, or another doubt; inactive = no such curve, though single readings can be large; an effect the other way counts as inactive or inconclusive. An unsorted share of the library; about 3% have a hit in one of these screens.

SMILES	BCR signal inh	Eya2 inh	uPA surface inh	USP2a block	B2AR arrestin	Tb PFK inh	Mito fusion yeast	ELG1 repair inh	TSHR antagonist	PTAP TSG101 blk	TCR activator
COc1ccccc1C(=O)NNC1=NS(=O)(=O)c2ccccc21	?	0%	-3%	-1%	-0.6%	-6%	1%	?	4	-1%	.
O=C(c1c(F)cccc1F)N1CCC(n2nnc3cc(C(F)(F)F)ccc32)CC1	-5%	-9%	1%	-1%	-0.6%	0%	1%	?	-6	-1%	1%
O=C(Nc1cc2c(cc1Cl)OCCCO2)c1ccc(F)cc1	?	-1%	2%	3%	2.4%	0%	3%	?	18	-2%	-1%[46.1 µM]
O=C(c1cccc(F)c1)N1CCc2ccccc21	?	-17%	-13%	7%	-0.1%	1%	2%	8%	-7	-7%	-22%
CC1=C(C)CS(=O)N(c2ccc(S(N)(=O)=O)cc2)C1 (configuration not stated)	?	3%	-6%	0%	1.0%	-9%	-3%	-8%	3	3%	2%
O=C(Oc1cccc([N+](=O)[O-])c1)c1ccc2c(=O)n3c(nc2c1)CCC3	-2%	-9%	-11%	0%	0.0%	?	-1%	0%	12	-3%	-5%
O=C1C(Cl)=C(NCCN2CCCCC2)C(=O)c2ccccc21	?	9%	?	0%	-0.3%	-6%	-4%	21µM*	10	2%	10%
O=C(Nc1ccc(N2CCOCC2)cc1)c1ccc(-c2ccccc2[N+](=O)[O-])o1	-13%	-11%	-9%	3%	0.3%	2%	-6%	-9%	-18	0%	.
CC(C)c1ccc(OCC(=O)NNC(=S)NC(=O)c2ccco2)c(Br)c1	0%	-7%	-7%	1%	-0.7%	-3%	-2%	3%	-29	-5%	10%
O=C(CSc1ccc(Cl)cc1)NC1CCCc2ccccc21 (configuration not stated)	?	-1%	-9%	2%	-1.2%	4%	-2%	-5%	-5	-2%	-5%[46.1 µM]
Cc1cc(/C=C(\C#N)C(N)=O)c(C)n1-c1ccc(N2CCOCC2)c([N+](=O)[O-])c1	-6%	-7%	-1%	2%	0.0%	0%	13%	23µM*	-8	-4%	-2%[46.1 µM]
Cc1cc(/C=N\NC(=O)COc2cccc3cccnc23)c(C)n1-c1ccccc1	?	-2%	-7%	-1%	-0.6%	0%	?	?	20	-4%	2%[46.1 µM]
NC(=S)c1cc2cc(Br)ccc2oc1=O	-12%	15%	5%	12%	-0.2%	-4%	-7%	-6%	-11	0%	5%
COc1cccc(OC)c1OCCCOc1ccc(C)cc1Br	14%	1%	2%	-7%	0.0%	-2%	1%	-1%	2	0%	-3%[46.1 µM]
O=C(CN1C(=O)CCC1=O)NNc1ccc2ccccc2c1	0%	-1%	?	-1%	0.1%	-4%	6%	-10%	-8	-10%	-3%
Oc1c(C=C2N=c3ccccc3=N2)sc(=S)n1C1CCCC1	0%	-1%	-1%	-2%	-0.5%	3%	1%	21%	2	-1%	-2%[46.1 µM]
COc1ccc(CSc2ncnc3sccc23)cc1F	?	-3%	1%	3%	-0.2%	-1%	3%	6%	-17	2%	0%
NC(=O)c1ccc(SCC(=O)OCC(=O)NCc2cccs2)c([N+](=O)[O-])c1	0%	-8%	-7%	-2%	-0.2%	0%	2%	2%	-16	1%	0%
O=C(OCc1nc2ccccc2s1)c1cccc(S(=O)(=O)N2CCOCC2)c1	12%	3%	-6%	0%	-0.6%	-4%	2%	?	-13	-2%	3%
O=C(Nc1c(C(=O)N2CCOCC2)cnn1-c1ccccc1)c1ccccc1	4%	-7%	.	1%	-0.7%	3%	0%	0%	13	2%	.
CCn1c(CNc2cccc(C(F)(F)F)c2)n[nH]c1=S	?	2%	0%	0%	-0.6%	-7%	-1%	-4%	18	0%	-1%
CC(C)CNS(=O)(=O)c1ccc(OCC(=O)Nc2ccc3c(c2)OCO3)c(Cl)c1	3%	-21%	.	0%	-0.2%	-1%	2%	-10%	-8	-3%	5%
CCCCOc1ccc(C(=O)NCC(=O)N(C)Cc2nc3ccccc3c(=O)[nH]2)cc1	0%	-17%	-15%	2%	-0.1%	-1%	-2%	-17%	-7	-2%	9%
O=[N+]([O-])c1ccc(Cl)c(NC2=NCCCCC2)c1	-6%	-13%	0%	4%	0.2%	-2%	6%	13%	6	-1%	-2%
O=C(O)c1cc(-c2ccc(/C=C3\NC(=O)N(c4ccccc4)C3=O)o2)ccc1Cl	?	1%	-1%	10%	0.2%	-3%	-5%	27%	0	0%	-3%
O=C(NCCCc1ccccc1)c1ccc(Br)o1	4%	6%	-2%	0%	-0.2%	1%	7%	?	4	-1%	6%
C=CCOC(=O)c1[nH]c2c(c1C)C(=O)CC(c1cc(OC)c(OC)c(OC)c1)C2 (configuration not stated)	?	-10%	?	3%	0.2%	-4%	1%	?	-25	-1%	1%[46.1 µM]
COc1cc(N2Cc3ccccc3C2)ccc1C=O	1%	15%	2%	-1%	0.1%	-2%	-28%	?	-6	-10%	0%
COc1cc2c(cc1OC)N1C(=O)CC(OCC(=O)O)C3C4CC5(CCN5C(=O)C4=O)C2C31 (configuration not stated)	?	-11%	5%	2%	0.0%	7%	14%	2%	12	-6%	1%
CC(C)N(C(=O)CSc1ccc(S(=O)(=O)N2CCCCC2)cn1)C(C)C	-1%	-8%	-4%	1%	0.4%	-3%	0%	-13%	-26	-1%	3%
CC(C)(C)OC(=O)N1CCC[C@H]1C(=O)O	-10%	6%	14%	0%	-0.7%	-8%	-2%	?	0	.	-4%
COCCNc1oc(-c2ccc(C)cc2)nc1C#N	?	-16%	-10%	0%	4.5%	2%	0%	?	5	-1%	-1%
CC(NC(=O)CNC(=O)C1CCCCC1)c1ccc(S(N)(=O)=O)cc1 (configuration not stated)	-16%	-5%	8%	2%	0.1%	2%	-7%	4%	-4	0%	-2%
COc1ccccc1C(O)(C(=O)NN(C)c1ccccc1)c1ccccc1OC	-3%	-2%	2%	6%	-0.2%	10%	1%	3%	0	0%	5%[46.1 µM]
Cc1ccc2cc(CCNS(=O)(=O)c3ccc(Cl)cc3)c(=O)[nH]c2c1C	-16%	-3%	-8%	1%	0.2%	-3%	13%	?	4	-5%	-2%
Cc1cc(C)c(C#N)c(Oc2ccccc2)n1	-1%	6%	11%	-1%	2.3%	1%	5%	?	2	-11%	-4%
CCC(C)NC(=O)CNC(=O)c1nn(-c2ccc(OC)cc2)c(=O)c2ccccc12 (configuration not stated)	2%	-4%	-4%	5%	-0.4%	0%	0%	2%	-4	-2%	-5%
O=c1c2cc(Cl)ccc2[nH]c(=S)n1Cc1cccs1	?	1%	-9%	3%	-0.9%	3%	2%	-1%	9	0%	-1%[46.1 µM]
Cc1cc(OCc2cc(C(=O)NCCN3CCCCC3CO)no2)cc(C)c1Cl (configuration not stated)	-3%	-2%	0%	1%	-0.4%	?	0%	-9%	0	-9%	-3%
CCN(CC)S(=O)(=O)c1ccc2oc(Nc3ccccc3)nc2c1	0%	-16%	-8%	0%	-0.2%	2%	-5%	?	-2	2%	4%
O=C(CCN1CCOCC1)NNC(=O)c1ccc([N+](=O)[O-])cc1[N+](=O)[O-]	0%	-27%	12%	2%	-0.6%	1%	.	5%	-1	2%	-3%
Cc1ccc(NC(=O)CSc2nnc(CNC(=O)c3ccccc3F)o2)cc1Cl	?	-8%	-6%	-8%	-0.4%	-6%	1%	8%	19	-7%	2%
O=S(=O)(NCCc1csc(-c2ccccc2)n1)c1cccnc1	2%	-3%	-6%	2%	-0.7%	0%	0%	9%	6	0%	-1%
CCOC(=O)N1CCN(S(=O)(=O)c2ccc(C(=O)Nc3nnc(C)o3)cc2)CC1	0%	1%	-4%	-1%	-1.9%	2%	-3%	1%	10	2%	-1%[46.1 µM]
O=C(CCn1c(=O)c2ccccc2n(Cc2cccc([N+](=O)[O-])c2)c1=O)N1CCc2ccccc2C1	0%	-5%	0%	2%	-0.5%	6%	18%	8%	-6	-1%	3%[46.1 µM]
